Source: PubChem BioAssay (National Center for Advancing Translational Sciences (NCATS))
15-hLO-2 inh = 15-hLO-2 (ALOX15B) enzyme inhibition; O15296; purified 15hLO-2, xylenol orange hydroperoxide absorbance; Potency, µM (top dose mostly 57.1 µM), for the others: top-dose activity change, negative = inhibition, usual class: inhibitors; hit rate 0.56% among 110,000; note: potency is the fitted concentration of half-maximal effect; nearly all actives have a fitted effect of over 60% in size; many of its hits are not listed in these tables
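Enzyme 50 nM, AA 45 uM, 25 mM Hepes pH 7.5 + 0.01% Triton X-100; cpd preinc 15 min RT, rxn 90 min RT; stop/detect with 200 uM XO + 300 uM Fe(II) in 50 mM H2SO4, 30 min; A573/A405.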
PNC inhibitor = inhibitors of perinucleolar compartment assembly; hit rate 3.1% among 140,000; PC3M PTB-GFP, PNC prevalence imaging, 16 h; stronger effect = lower value; activity change (PNC), negative = inhibition, % at 10 µM;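 active = readout at or below -70, meaning at least 70% loss of cells showing the perinucleolar compartment, a nuclear body marking cancer cells; inconclusive = readout between -30 and a set limit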;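 note: plate controls were DMSO wells for no effect and camptothecin positive control wells for full effect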
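PC3M cells stably expressing PTB-GFP, 750–1000 cells/well, treated 16 h at 37 °C with compound (23 nl of library stock), in duplicate. After paraformaldehyde fixation and Hoechst stain, imaged at 20x; PNC prevalence scored by image analysis.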
IMPase cell inh = IMPase inhibition in cells. CHO-M1 cells, IP1 accumulation, HTRF TR-FRET ratio. P97697. AID 901. 120,000 tested, under 10 active. inhibition (IP1 accumulation), % at 46.1 µM; active = well fitted curve in the direction sought with a large enough effect in the signal ratio, not every such curve was filed as active; inconclusive = small, poorly fitted or top-dose-only effect, or a change in a side signal; inactive = no such curve, though single readings can be large or run the other way; the % refers to the signal ratio;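 note: cells stimulated with carbachol in lithium chloride buffer; plate controls were DMSO basal wells for no effect and reference inhibitor wells for full effect; higher means more IMPase inhibition seen as more IP1 and lower FRET ratio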
Target sequence (P97697 whole entry, looked up): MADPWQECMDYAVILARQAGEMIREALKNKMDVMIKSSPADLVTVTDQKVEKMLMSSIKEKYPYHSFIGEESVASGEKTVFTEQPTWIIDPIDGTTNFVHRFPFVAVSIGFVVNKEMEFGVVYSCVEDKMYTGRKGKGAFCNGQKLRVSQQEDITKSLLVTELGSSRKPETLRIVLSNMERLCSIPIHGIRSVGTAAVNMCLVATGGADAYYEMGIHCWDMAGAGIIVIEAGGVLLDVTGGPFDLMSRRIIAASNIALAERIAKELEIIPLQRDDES
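Cellular IMPase inhibition is scored as a rise in cytosolic IP1, detected by competitive TR-FRET between d2-labelled IP1 and a europium anti-IP1 antibody. M1-expressing CHO cells were stimulated with carbachol for 30 min at 37C, with lithium (50 mM LiCl) present in the buffer.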
12-hLO inh = 12-hLO (ALOX12) enzyme inhibition; AID 1452; purified 12-hLO, xylenol orange hydroperoxide absorbance; Potency, µM (series often up to 57.1 µM), without a hit: at the highest dose activity change, negative = inhibition, hits mostly inhibitors; hit rate 0.12% among 150,000; note: potency is the fitted concentration of half-maximal effect; nearly all actives have a fitted effect of over 55% in size; many of its hits are not listed in these tables
Target sequence (P18054 whole entry, looked up): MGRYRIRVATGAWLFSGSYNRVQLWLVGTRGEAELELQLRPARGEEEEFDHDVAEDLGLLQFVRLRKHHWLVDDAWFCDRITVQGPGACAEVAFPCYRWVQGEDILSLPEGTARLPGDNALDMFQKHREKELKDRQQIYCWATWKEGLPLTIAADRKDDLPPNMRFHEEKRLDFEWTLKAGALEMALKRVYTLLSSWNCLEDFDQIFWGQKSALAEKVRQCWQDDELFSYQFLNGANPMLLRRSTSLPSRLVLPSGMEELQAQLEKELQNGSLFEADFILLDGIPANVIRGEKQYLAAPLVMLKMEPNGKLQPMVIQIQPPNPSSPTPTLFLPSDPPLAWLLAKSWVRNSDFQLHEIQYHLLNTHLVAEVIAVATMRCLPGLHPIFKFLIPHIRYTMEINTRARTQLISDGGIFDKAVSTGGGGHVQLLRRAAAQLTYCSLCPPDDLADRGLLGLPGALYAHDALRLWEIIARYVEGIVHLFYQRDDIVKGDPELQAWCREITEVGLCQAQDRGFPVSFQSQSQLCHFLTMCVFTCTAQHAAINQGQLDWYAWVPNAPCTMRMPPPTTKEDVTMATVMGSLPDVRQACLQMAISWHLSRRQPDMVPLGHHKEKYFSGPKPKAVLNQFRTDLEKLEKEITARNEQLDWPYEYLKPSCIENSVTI
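Lipoxygenase turnover measured by absorbance at 573 and 405 nm after Fe-XO development. Human 12hLO 150 nM, arachidonate 40 uM, pH 7.0 Hepes buffer with detergent; 15 min compound preincubation, 30 min reaction.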
The depositor's hits bear a star; ? = inconclusive; . = no result given; [ ] = another dose, or the depositor's remark. Unless noted, calls come from the whole dose curve; as a rule, active = well fitted curve in the direction sought with a large enough effect; inconclusive = small, poorly fitted or top-dose-only effect, or another doubt; inactive = no such curve, though single readings can be large; an effect the other way counts as inactive or inconclusive. Unless noted, % is set by controls: 0 for no effect and ±100 for the full control effect.

Keys – A = 15-hLO-2 inh; B = PNC inhibitor; C = IMPase cell inh; D = 12-hLO inh
O=C(Nc1cccc2ccccc12)C1CCN(C(=O)NCc2ccccc2)CC1
  A: -6%; B: -24; C: 3; D: 2%
Cc1cccc(-n2ccnc2SCC(=O)Nc2nccs2)c1
  A: 8%; B: 34; C: -1; D: 0%
C/C(=N\NC(=O)c1ccn[nH]1)c1cn(C)nc1C
  A: .; B: ?; C: .; D: 1%
CSc1nc2ccc(NS(=O)(=O)c3cccc(Cl)c3Cl)cc2s1
  A: .; B: -30; C: -1; D: -4%
O=C(c1ccco1)N1CCN=C1SCc1ccccc1F
  A: -2%; B: ?; C: -7; D: -2%
COc1ccc(-c2noc(CCC(=O)NC3CCN(Cc4ccccc4)CC3)n2)cc1
  A: 18%; B: ?; C: 1; D: 4%
O=C(O)CSc1nnc(-c2ccccc2O)n1Cc1ccccc1
  A: 10%; B: ?; C: ?; D: -3%
O=C(CC1(O)C(=O)Nc2ccccc21)c1ccccc1 (stereo not given)
  A: -2%; B: -15; C: 15; D: 2%
O=C(Nc1ccccc1-c1ccccc1)c1cnccn1
  A: 4%; B: -11; C: 5; D: -4%
COC(=O)c1ccc2nc(NC(=O)CN3C(=O)CCC3=O)sc2c1
  A: -16%; B: ?; C: ?; D: -12%
O=C(CSc1nc2ccccc2s1)NC(=O)NCc1ccco1
  A: -16%; B: -26; C: 4; D: -28%
Cc1c(C(=O)CN2CCSCC2)c2ccccc2n1C
  A: -6%; B: 28; C: -2; D: -3%
c1ccc2sc(SCN(C3CCCCC3)C3CCCCC3)nc2c1
  A: -11%[11.4 µM]; B: .; C: .; D: -5%[11.4 µM]
C/C(=N/NS(=O)(=O)c1ccc(Cl)cc1)c1cccc(O)c1
  A: 1%; B: 30; C: 9; D: -9%
O=C(COc1cccc2ccccc12)N1CCN(c2ccccn2)CC1
  A: 6%[11.4 µM]; B: -8; C: 5[1.84 µM]; D: 2%
Cc1cc(/C=N\NC(=O)CC(=O)NC2CCCCC2)c(C)n1-c1ccc(Cl)c(Cl)c1
  A: -11%; B: -25; C: 4; D: -12%
Cc1oc(C(C)(C)C)cc1C(=O)NCC(=O)NCC(=O)O
  A: -6%; B: ?; C: -9; D: 0%
CC1CN(C(=O)c2cc3c(=O)n4ccccc4nc3s2)CC(C)O1 (stereo not given)
  A: -5%; B: ?; C: -7; D: -1%
Cc1onc(-c2ccccc2Cl)c1C(=O)N1CCCc2ccccc21
  A: -8%; B: ?; C: 0; D: 1%
O=C(O)CCSc1nnc(SCC(=O)NCC(F)(F)F)s1
  A: .; B: 15; C: .; D: 2%
Cc1ccc(C(=O)O)cc1N=Cc1cc(Br)cc(Br)c1O
  A: .; B: 20; C: .; D: 5%
CCOc1[nH]n(-c2ccc(Cl)cc2)c(=O)c1C=Nc1ccc(C)cc1
  A: -8%; B: ?; C: 3; D: 0%
O=C(/C=C/c1ccc(-c2ccccc2[N+](=O)[O-])o1)c1ccccc1
  A: .; B: 53; C: .; D: -9%
COc1ccc(C(=O)Nc2cccc(/C(C)=N/NC(=O)c3ccc([N+](=O)[O-])c(C)c3)c2)cc1OC
  A: 6%; B: -11; C: -8; D: -3%
COc1ccccc1CNC(=O)Cc1cc(=O)[nH]c(=O)[nH]1
  A: .; B: 45; C: .; D: -1%
CCCn1nnc(NC(=O)c2cccc(OCC(C)C)c2)n1
  A: 4%; B: -19; C: 7; D: -6%
Cc1cc(C)c2nc(N3CCCN(C(=O)c4cnccn4)CC3)c(C#N)cc2c1
  A: -12%; B: 23; C: -7; D: -19%
CCc1nc(SCc2cccnc2)c(C#N)cc1C
  A: 7%[2.29 µM]; B: ?; C: 4; D: 4%
CCN(CC)c1ccc2cc(C(=O)Nc3ccccn3)c(=O)oc2c1
  A: -13%; B: ?; C: 7; D: 6%
Cc1ccccc1NC(=O)/C(=C/c1cccs1)NC(=O)c1ccco1
  A: .; B: ?; C: ?; D: -1%
O=C(NCCO)/C(=C\c1ccc(Br)cc1)NC(=O)c1cccs1
  A: .; B: 27; C: 4; D: 1%
O=C(COn1nnc2ccc(Cl)cc21)NC12CC3CC(CC(C3)C1)C2
  A: 10%; B: 53; C: -12; D: -5%
Cc1nnnn1/C(=C\c1ccccc1)C(=O)OCC(=O)NC(C)(C)C
  A: .; B: ?; C: 2; D: 0%
CCOC(=O)CSc1nnnn1-c1cc(OC)ccc1OC
  A: -3%; B: -29; C: -8; D: -2%
CCn1c2ccccc2c2cc(NC(=O)CSc3nnc(-c4cccc(F)c4)o3)ccc21
  A: -5%; B: ?; C: 0; D: -9%
CCOC(=O)N1CCN(C(=O)COc2ccc3c(c2)C(=O)CC2(CCN(C(C)=O)CC2)O3)CC1
  A: -3%; B: 4; C: -12; D: 11%
Nc1ccc(C(=O)Oc2ccccc2)c(O)c1
  A: -2%; B: .; C: .; D: -11%
O=C(Nc1ccc(Cl)cc1C(=O)NCC1CCCO1)c1ccco1 (stereo not given)
  A: 4%; B: 30; C: 11; D: -9%
Cc1ccc2c(c1)c1ncnc(N3CCOCC3)c1n2C
  A: -1%; B: -23; C: 2; D: -7%
Cc1ccccc1NC(=O)c1sc2nc[nH]c(=O)c2c1C
  A: 3%; B: ?; C: -1; D: 2%
NC(=O)CSc1nc2cc([N+](=O)[O-])ccc2n1-c1cccc(C(F)(F)F)c1
  A: .; B: -10; C: -3; D: -3%
CCn1c(=O)c(C2=NS(=O)(=O)c3ccccc3N2)c(O)c2ccccc21
  A: 0%; B: 25; C: -4; D: -1%
O=C(O)c1cccc(Cn2c(Cl)c(/C=N/NC(=O)c3ccccc3)sc2=O)c1
  A: 4%; B: 29; C: -4; D: 2%
O=C(Oc1cccc(Br)c1)c1cccnc1
  A: 2%; B: 29; C: 5; D: -5%
Cc1nc2cc(Cl)c(Cl)cc2nc1C
  A: -2%; B: -8; C: 12; D: -3%
O=c1c(F)cn(C2CCCO2)c(=O)n1Cc1c(F)cccc1Cl (stereo not given)
  A: 3%; B: ?; C: 1; D: 2%
Cc1ccc2oc(=O)c3cnn(CC(=O)Nc4cc(-c5cccc(F)c5)no4)c3c2c1
  A: .; B: 42; C: .; D: -1%
CC1CCCC2(C1)NC(=S)N(c1ccccc1)N2 (stereo not given)
  A: ?; B: ?; C: 3; D: ?
CC(C)(C)C1CCc2c(sc(NC(=O)c3cc(C4CC4)on3)c2C#N)C1 (stereo not given)
  A: -7%; B: ?; C: -2; D: 2%
CN(C)c1ccc(-c2ccccc2)nn1
  A: 6%; B: ?; C: -2; D: 4%

Continued.
Keys – A = 15-hLO-2 inh; B = PNC inhibitor; C = IMPase cell inh; D = 12-hLO inh
COc1ccccc1NC(=O)C(C)Sc1nnnn1C (stereo not given)
  A: 1%; B: -20; C: 2; D: -3%
Cc1ccc2cccc(NC(=S)NC(=O)c3ccn(C)n3)c2n1
  A: .; B: ?; C: 16; D: -5%
O=C(/C=C/NNC(=O)c1ccccc1)c1ccc(Br)cc1
  A: -8%; B: -8; C: 8; D: -29%
Cn1c(=O)c2c(SCc3ccccn3)nc(C3CC3)nc2n(C)c1=O
  A: -5%; B: ?; C: -1; D: -7%
Fc1ccc(-n2cc(-c3ccccc3)c3c(NN4CCOCC4)ncnc32)cc1
  A: .; B: -24; C: .; D: -7%
COc1ccc2cc3cc(C(=O)NCc4cccs4)oc3nc2c1
  A: -17%; B: -24; C: 3; D: 8%
Cc1ccc2c3c1C(=O)C(=O)N3C(C)(C)CC2C (stereo not given)
  A: -9%; B: -8; C: -21; D: 3%
Cc1cc(C(=O)OCC(=O)NCCC(C)C)c2ccccc2n1
  A: 4%; B: -21; C: -3; D: -5%
CNc1nc(-c2ccccc2Cl)nc2ccccc12
  A: -8%; B: .; C: .; D: -2%
COc1cc(C#CC#CCN2CCCCC2)ccc1O
  A: 20%; B: ?; C: 5; D: 3%

In another format: entries from further up
Cc1ccc2cccc(NC(=S)NC(=O)c3ccn(C)n3)c2n1
- 15-hLO-2 inh = .
- PNC inhibitor = ?
- IMPase cell inh = 16
- 12-hLO inh = -5%

O=C(/C=C/NNC(=O)c1ccccc1)c1ccc(Br)cc1
- 15-hLO-2 inh = -8%
- PNC inhibitor = -8
- IMPase cell inh = 8
- 12-hLO inh = -29%

Cn1c(=O)c2c(SCc3ccccn3)nc(C3CC3)nc2n(C)c1=O
- 15-hLO-2 inh = -5%
- PNC inhibitor = ?
- IMPase cell inh = -1
- 12-hLO inh = -7%

Fc1ccc(-n2cc(-c3ccccc3)c3c(NN4CCOCC4)ncnc32)cc1
- 15-hLO-2 inh = .
- PNC inhibitor = -24
- IMPase cell inh = .
- 12-hLO inh = -7%

Carrying on.
Keys – A = 15-hLO-2 inh; B = PNC inhibitor; C = IMPase cell inh; D = 12-hLO inh
CCS(=O)(=O)N1CCC(C(=O)NCCCN2CCCCCC2)CC1
  A: 12%; B: ?; C: -2; D: -5%
Cn1c(CC(=O)Nc2ccccc2)nnc1SCCOc1ccccc1
  A: 6%; B: -23; C: 1; D: 2%
CCOC(=O)C1CCCN(Cc2ccccc2OCC)C1 (stereo not given)
  A: -11%; B: 22; C: 9; D: -1%
NNc1nc2sc3c(c2c(=O)[nH]1)CCc1ccccc1-3
  A: .; B: -3; C: -6; D: -6%
COc1cc(OC)c2c(c1)OC(=O)CC2c1ccc(C)cc1 (stereo not given)
  A: -10%[0.0915 µM]; B: .; C: .; D: -2%[0.00818 µM]
CN1OC(CC(=O)O)N(c2ccc(Cl)cc2)C1=O (stereo not given)
  A: -19%; B: 3; C: -3; D: 0%
Cc1c(NC(=O)c2cc(C3CC3)on2)c(=O)n(-c2ccccc2)n1C
  A: 6%; B: -11; C: 6; D: 4%
COc1ccc(C(C(=O)OCCN(C)C)c2ccccc2)cc1 (stereo not given)
  A: 5%; B: -15; C: 14; D: -2%
CCOC(=O)c1cnn(C(=O)c2ccccc2)c1N
  A: .; B: 19; C: .; D: 2%
O=C(Oc1ccc(OC(=O)N2CCOCC2)cc1)c1ccccc1
  A: 5%; B: ?; C: -9; D: -1%
CC1=C(C(=O)OCc2ccccc2)C(c2ccoc2)C(C#N)=C(N)O1 (stereo not given)
  A: -2%; B: ?; C: 9; D: -15%
O=C(NC(=S)N1CCN(C(c2ccccc2)c2ccccc2)CC1)c1ccc(S(=O)(=O)N2CCOCC2)cc1
  A: .; B: 2; C: -1; D: 0%
Cc1cc(C)nc(SCc2nnc(SCC(=O)N3CCOCC3)o2)n1
  A: 3%; B: ?; C: 2; D: -6%
CCC1(CC)Cc2ccccc2-c2nc3ccccc3c(=O)n21
  A: 9%; B: 35; C: 3; D: 4%
Cc1cccnc1N(C(=O)Nc1ccccc1)C1=NCC(C)(C)S1
  A: 33%[activator]; B: -89*; C: -2; D: 1%
O=C(CCc1[nH]c2ccccc2c1Sc1ccccc1)N(CCO)CCO
  A: .; B: 86; C: .; D: -5%
COc1ccc(NC(=O)Cc2c(Sc3ccccc3)c3ccccc3n2C)cc1
  A: .; B: ?; C: .; D: 1%
CCOC(=O)NCc1ccc(S(=O)(=O)Nc2c(C)cccc2C)cc1
  A: -11%; B: 4; C: -6; D: -2%
CCOC(=O)c1c(NC(=O)COC(=O)CCS(=O)(=O)c2ccc(C)cc2)sc(C)c1C
  A: .; B: -24; C: 3; D: 1%
COc1ccccc1NC(=O)N(Cc1ccco1)Cc1cc2ccc(C)c(C)c2[nH]c1=O
  A: 13%; B: ?; C: 10; D: -13%

Only part of the results is shown; the hit share may differ from the screen's.
